High-throughput results deposited in PubChem BioAssay by Broad Institute.
RAD52 anneal inh: inhibitors of human RAD52 DNA annealing | 0.46% of 360,000 active | recombinant RAD52 DNA annealing, FRET fluorescence | inhibition, % at 18.7 µM | P43351 | AID 651710;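 active means every replicate showing at least 50% inhibition; inconclusive means mean inhibition at least 50% but not in every replicate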
Target sequence (P43351 whole entry, looked up): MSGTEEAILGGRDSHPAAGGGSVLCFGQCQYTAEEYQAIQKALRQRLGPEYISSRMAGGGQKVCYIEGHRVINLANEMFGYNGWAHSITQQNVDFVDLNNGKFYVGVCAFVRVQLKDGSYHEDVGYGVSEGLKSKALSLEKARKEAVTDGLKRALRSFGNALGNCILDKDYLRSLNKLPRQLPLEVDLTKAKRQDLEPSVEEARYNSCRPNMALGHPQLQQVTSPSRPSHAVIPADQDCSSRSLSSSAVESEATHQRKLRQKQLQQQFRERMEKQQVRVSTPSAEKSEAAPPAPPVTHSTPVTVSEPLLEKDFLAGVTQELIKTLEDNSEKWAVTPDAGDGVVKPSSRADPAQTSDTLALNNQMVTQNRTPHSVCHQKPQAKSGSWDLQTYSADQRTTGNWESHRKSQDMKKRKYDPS
ERAP1 inh: inhibitors of human ERAP1 aminopeptidase. 0.15% of 340,000 active. inhibition, % at 10.7 µM. Q9NZ08. AID 652197. recombinant ERAP1, Leu-AMC fluorescence, 60 min;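 active means mean replicate inhibition of at least 30%, or all replicates individually reaching that 30% level; inactive means mean below 30% and not every replicate reaching it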;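 further: 0% = neutral control wells and 100% = L-leucinethiol positive control wells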
XiGFP reactiv: activators of X-chromosome reactivation in mouse fibroblasts | AID 743238 | 0.055% of 360,000 active | activation, % at 7.58 µM | XiGFP mouse fibroblasts, % GFP-positive cells imaging, 3 d; cells co-treated with 5-aza-dC sensitizer; scaled so ellipticine positive control = 100%;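 active means mean normalized replicate activation at least 10% and every replicate at or above 10%; inconclusive means only one of the two criteria met; inactive means mean below 10% and not all replicates reach 10%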;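 further: 0% = median of on-plate neutral control wells and 100% = ellipticine 6 µM median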
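System: 68-5-11 XiGFP fibroblast line; Timing: 3 days compound exposure; Compound dosing: one concentration, pinned; Benchmarks: positive control ellipticine, 6 µM final; Buffer or medium: DMEM containing 5-aza-dC.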
RAD54 branch: inhibitors of human RAD54 branch migration; inhibition, % at 10.4 µM; 0.14% of 360,000 active; AID 602329; RAD54 Holliday junction branch migration, FAM/BHQ fluorescence; Q92698;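 active means mean normalized replicate activity at least 40 and at least half of replicates scoring 40 or more; inconclusive means only one of the two criteria met; inactive means mean below 40 and under half of replicates reaching 40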;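 further: 0% = median of neutral control wells and 100% = median of positive control wells; inhibitors cause a drop in the FAM fluorescence signal; in these data hits start at about 50%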
ERp5 block: inhibitors of human ERp5; ERp5 insulin aggregation, absorbance 650 nm, 90 min; inhibition, % at 9.99 µM; Q15084; 0.05% of 350,000 active;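 active means mean replicate inhibition above about 25%, with every replicate also reaching it, limit read from the data, passing the limit was not always enough; inconclusive means only one of those two criteria met; inactive means neither criterion met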
Target sequence (Q15084 whole entry, looked up): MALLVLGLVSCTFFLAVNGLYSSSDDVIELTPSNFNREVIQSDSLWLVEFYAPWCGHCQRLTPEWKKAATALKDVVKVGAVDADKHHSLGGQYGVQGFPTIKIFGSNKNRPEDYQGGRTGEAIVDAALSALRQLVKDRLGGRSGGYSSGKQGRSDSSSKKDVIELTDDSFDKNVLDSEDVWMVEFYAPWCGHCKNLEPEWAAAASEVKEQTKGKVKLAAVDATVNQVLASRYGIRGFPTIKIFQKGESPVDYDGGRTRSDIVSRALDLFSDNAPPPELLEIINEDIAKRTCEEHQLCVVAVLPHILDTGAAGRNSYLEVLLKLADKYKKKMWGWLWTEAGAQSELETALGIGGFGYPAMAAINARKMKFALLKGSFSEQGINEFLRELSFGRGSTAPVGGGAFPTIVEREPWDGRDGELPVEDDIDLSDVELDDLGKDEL
esBAF inh: SWI/SNF esBAF complex inhibition; 2% of 350,000 active; reporter increase, % at 12.5 µM; mouse ES cells, Bmi1-luciferase knock-in reporter, 24 h; 100% = twice the neutral-well signal; in the data active means activation above about 40%; inconclusive means no clear call, values can overlap the other calls;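 further: 0% = median of the plate's neutral control wells and 100% = double that signal; a rise in the Bmi1 reporter signal indicates esBAF inhibition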
E-selectin induc: E-selectin induction on HUVECs; P16581; HUVEC E-selectin immunofluorescence imaging; normalized: neutral wells 0, TNF-alpha wells 100; activation, % at 7.58 µM; 0.37% of 260,000 active; AID 686992;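 active means mean E-selectin-positive cell signal at least 10% of the positive control, reached in at least 60% of replicates, without over 20% cell loss; inconclusive means no rule given, readout overlaps actives, possibly toxicity-flagged; inactive means the rest, including those meeting only one limit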;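 further: in these data hits start at about 27%; measured in HUVEC primary endothelial cells; signal is the percent of cells scored E-selectin positive by PE staining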
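material = human umbilical vein endothelial cells (HUVEC), E-selectin induction | quantity = 3,000 cells/well | medium = EGM-2 growth medium on 0.1% gelatin-coated wells | technique = immunofluorescence imaging | read-out basis = % PE-positive cells | control set = TNF-alpha positive control, DMSO neutral control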
S100A4 inh HTS: inhibitors of human S100A4 binding to myosin IIA peptide; P26447; S100A4/TAMRA-MyoIIA peptide fluorescence polarization; inhibition, % at 10.7 µM; 0.14% of 360,000 active;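 active means mean inhibition of at least 70% across replicates, with every replicate also reaching that level; inconclusive means mean inhibition reaches 70% but some replicates fall short; inactive means mean inhibition below 70%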
Target sequence (P26447 whole entry, looked up): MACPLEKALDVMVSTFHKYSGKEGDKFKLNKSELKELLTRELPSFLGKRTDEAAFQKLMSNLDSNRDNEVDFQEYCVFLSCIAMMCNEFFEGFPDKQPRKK
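Material: human S100A4 monomer with TAMRA-labelled myosin IIA peptide; buffer or medium: HEPES pH 7.2 with CaCl2, KCl, NaCl, DTT, Triton; compound dosing: one concentration per compound; schedule: 5 min incubation before reading; benchmarks: neutral control DMSO, positive control TFP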
Active calls of the source: *; & = joins results of further samples.

How did NC(=O)CC(NC(=O)Cc1ccc(Cl)cc1)c1ccc(NCCCN2CCCC2=O)c([N+](=O)[O-])c1 (configuration not stated) do in these assays?
RAD52 anneal inh: -19; ERAP1 inh: 1; XiGFP reactiv: 0.0; RAD54 branch: -5; ERp5 block: -1; esBAF inh: 2; E-selectin induc: 0.7; S100A4 inh HTS: -2

Results for O=C(COC(=O)c1cc(S(=O)(=O)N2CCOCC2)ccc1Cl)NCCc1ccccc1 ?
RAD52 anneal inh: -2; ERAP1 inh: -1; XiGFP reactiv: -0.1; RAD54 branch: -5; ERp5 block: -8; esBAF inh: -3; S100A4 inh HTS: 1

How did C[C@H](CO)N1C[C@H](C)[C@H](CN(C)C(=O)Nc2cccc3ccccc23)Oc2ccc(NC(=O)Nc3ccc(F)cc3)cc2C1=O do in these assays?
RAD52 anneal inh: -15; ERAP1 inh: 3; XiGFP reactiv: 0.1; RAD54 branch: 1; ERp5 block: -2; esBAF inh: 1; E-selectin induc: -0.1; S100A4 inh HTS: -2

Results for C[C@H](CO)N1C[C@H](C)[C@H](CN(C)C(=O)c2ccccc2)Oc2cc(C3=CCCC3)ccc2S1(=O)=O ?
RAD52 anneal inh: 5; ERAP1 inh: -1; XiGFP reactiv: 0.8; RAD54 branch: -1; ERp5 block: 1; esBAF inh: 1; E-selectin induc: 0.1; S100A4 inh HTS: -33

Results for O=C(COC(=O)c1ccc(Br)o1)NC1CCCCC1 ?
RAD52 anneal inh: -16; ERAP1 inh: -3; XiGFP reactiv: 0.1; ERp5 block: inconclusive; E-selectin induc: 2.1; S100A4 inh HTS: 1

How did CCOC(=O)N1CCC(NC(=O)c2ccc(CO)c(C(=O)NC3CCN(C(=O)OCC)CC3)c2)CC1 do in these assays?
RAD52 anneal inh: -5; ERAP1 inh: 0; XiGFP reactiv: 0.1; ERp5 block: 3; S100A4 inh HTS: 6

What do the screens show for `COc1cccc(OCc2nc3ccccc3c(=O)n2N)c1`?
RAD52 anneal inh: -19; ERAP1 inh: -4; RAD54 branch: 5; ERp5 block: 2; esBAF inh: 47*; S100A4 inh HTS: -1

What do the screens show for `Cc1ccc(S(=O)(=O)N(C)C[C@@H]2Oc3ccc(NC(=O)Nc4cccc5ccccc45)cc3CC(=O)N([C@H](C)CO)C[C@@H]2C)cc1`?
RAD52 anneal inh: 19; ERAP1 inh: 1; XiGFP reactiv: -0.9; RAD54 branch: 7; ERp5 block: 0; esBAF inh: 3; E-selectin induc: 0.7; S100A4 inh HTS: inconclusive

What do the screens show for `C[C@@H]1CN([C@@H](C)CO)C(=O)c2cc(C3=CCCC3)cnc2O[C@H]1CN(C)C(=O)c1ccc(F)cc1`?
RAD52 anneal inh: 0; ERAP1 inh: 3; XiGFP reactiv: 0.3; RAD54 branch: -15; ERp5 block: 0; esBAF inh: 6; E-selectin induc: -0.8; S100A4 inh HTS: 11

How did Oc1c(Br)cc(Br)cc1CNc1nccs1 do in these assays?
RAD52 anneal inh: -11; ERAP1 inh: 1; XiGFP reactiv: 0.1; RAD54 branch: -6; ERp5 block: 3; esBAF inh: -7; S100A4 inh HTS: -2

Results for COc1ccc(NC(=O)Nc2ccc3c(c2)C(=O)N([C@H](C)CO)C[C@H](C)[C@H](CN(C)S(=O)(=O)c2ccc(F)cc2)OCCCC[C@H](C)O3)cc1 ?
RAD52 anneal inh: -4; ERAP1 inh: 1; XiGFP reactiv: 0.0; RAD54 branch: 11; ERp5 block: 6; esBAF inh: 5; S100A4 inh HTS: 1

What do the screens show for `CCSC(=Nc1ccccc1)Nc1ccccc1`?
RAD52 anneal inh: -15; ERAP1 inh: 6; XiGFP reactiv: 0.0; ERp5 block: 0; E-selectin induc: 2.2; S100A4 inh HTS: 7

How did O=C(NNC(=O)C1CC=CCC1)c1ccccc1O (configuration not stated) do in these assays?
RAD52 anneal inh: -5; ERAP1 inh: 1; XiGFP reactiv: 0.6; RAD54 branch: 2; ERp5 block: -1; esBAF inh: 13; E-selectin induc: 0.3; S100A4 inh HTS: 7

What do the screens show for `CN(C)CC(=O)N[C@@H]1CC[C@H](CCNC(=O)C2CCCCC2)O[C@@H]1CO`?
RAD52 anneal inh: 3; ERAP1 inh: 2; XiGFP reactiv: 0.2; RAD54 branch: -7; ERp5 block: 0; esBAF inh: -3; E-selectin induc: -0.3; S100A4 inh HTS: 1

What do the screens show for `COc1ccc(CCC(C)NCc2ccccc2OC)cc1` (configuration not stated)?
RAD52 anneal inh: -13; ERAP1 inh: -5; XiGFP reactiv: 0.3; RAD54 branch: 7; ERp5 block: 3; esBAF inh: -7; S100A4 inh HTS: 2

What do the screens show for `COc1cccc(S(=O)(=O)Nc2ccc3c(c2)[C@H]2C[C@@H](CC(=O)N4CCCCC4)O[C@H](CO)[C@H]2O3)c1`?
RAD52 anneal inh: 17; ERAP1 inh: -1; XiGFP reactiv: 0.0; RAD54 branch: 17; ERp5 block: -2; esBAF inh: 3; E-selectin induc: -0.1; S100A4 inh HTS: 12

What do the screens show for `COc1ccccc1OCC(=O)N1CCC2(CC1)CC(=O)c1ccccc1O2`?
RAD52 anneal inh: -12; ERAP1 inh: 2; XiGFP reactiv: -0.3; RAD54 branch: -9; ERp5 block: 11; esBAF inh: 1; E-selectin induc: 0.4; S100A4 inh HTS: 3

How did COc1ccc(OC)c2c1cc(C(=O)N[C@H](C(=O)N1CCC[C@H]1C(=O)O)C(C)C)n2C do in these assays?
RAD52 anneal inh: -5; RAD54 branch: -6; ERp5 block: -4; esBAF inh: -6; S100A4 inh HTS: 3

How did Cc1cc(C(=O)N2CCCC(CNS(=O)(=O)c3cccs3)C2)nn1C (configuration not stated) do in these assays?
RAD52 anneal inh: 10; ERAP1 inh: 1; XiGFP reactiv: 0.0; ERp5 block: 0; S100A4 inh HTS: -1

What do the screens show for `C[C@H]1CN([C@@H](C)CO)S(=O)(=O)c2ccc(Br)cc2O[C@@H]1CN(C)C(=O)c1cccnc1`?
RAD52 anneal inh: 5&8; ERAP1 inh: -3&1; XiGFP reactiv: -0.5; RAD54 branch: -21&1; ERp5 block: 1&-142; esBAF inh: -1&6; E-selectin induc: -1.3&-0.2; S100A4 inh HTS: -13&16

Results for CCCN(C)C[C@@H]1OCCCC[C@@H](C)Oc2ccc(NS(=O)(=O)c3ccc(C)cc3)cc2C(=O)N([C@@H](C)CO)C[C@@H]1C ?
RAD52 anneal inh: 19; ERAP1 inh: -62; XiGFP reactiv: -1.2; RAD54 branch: 3; ERp5 block: -3; E-selectin induc: 0.0; S100A4 inh HTS: 7

How did CC(C)c1ccc(NC2CCCN(C(=O)CCn3cnnn3)C2)cc1 (configuration not stated) do in these assays?
RAD52 anneal inh: -1; ERAP1 inh: -3; XiGFP reactiv: 0.5; RAD54 branch: -11; ERp5 block: -7; esBAF inh: -4; E-selectin induc: 0.2; S100A4 inh HTS: -1

What do the screens show for `C[C@H]1Cn2cnc(C(=O)N3CCN(C(=O)OC(C)(C)C)CC3)c2C(=O)N1`?
RAD52 anneal inh: -14; ERAP1 inh: -3; XiGFP reactiv: -0.2; ERp5 block: 2; S100A4 inh HTS: -9

How did Cc1ccc(NC(=O)C2CCCN(S(=O)(=O)c3cccc4cccnc34)C2)cc1 (configuration not stated) do in these assays?
RAD52 anneal inh: -20; ERAP1 inh: 1; XiGFP reactiv: 0.0; RAD54 branch: -16; ERp5 block: 5; esBAF inh: 5; S100A4 inh HTS: -4

How did Cc1ccc(NC(=O)COc2cccnc2[N+](=O)[O-])cc1S(=O)(=O)N1CCCCC1 do in these assays?
RAD52 anneal inh: -14; ERAP1 inh: -3; XiGFP reactiv: 0.5; ERp5 block: 3; E-selectin induc: -2.5; S100A4 inh HTS: 3

What do the screens show for `O=C(CN1C(=O)S/C(=C\c2ccc(F)cc2)C1=O)NC1C=CS(=O)(=O)C1` (configuration not stated)?
RAD52 anneal inh: -8; ERAP1 inh: 4; XiGFP reactiv: 0.0; RAD54 branch: -7; ERp5 block: -5; esBAF inh: -1; E-selectin induc: 0.3; S100A4 inh HTS: -3

How did COc1cccc(NC(=O)CN(C)C(=O)/C=C/c2ccc(S(=O)(=O)N3CCCCCC3)cc2)c1 do in these assays?
RAD52 anneal inh: -15; ERAP1 inh: 1; XiGFP reactiv: 0.1; RAD54 branch: -1; ERp5 block: 7; esBAF inh: -2; E-selectin induc: -0.1; S100A4 inh HTS: 2

How did CCOc1cc(CNn2cnnc2)cc(Cl)c1OCC(=O)NC(C)(C)C do in these assays?
RAD52 anneal inh: -8; ERAP1 inh: 0; XiGFP reactiv: 0.0; RAD54 branch: -4; ERp5 block: 5; esBAF inh: -3; S100A4 inh HTS: -12

How did O=C(NCC(=O)N1CC=C(c2ccccc2)CC1)c1ccc(OC(F)F)cc1 do in these assays?
RAD52 anneal inh: -24; ERAP1 inh: 3; XiGFP reactiv: 0.0; RAD54 branch: -4; ERp5 block: 0; esBAF inh: -27; S100A4 inh HTS: 0

Results for CS(=O)(=O)ON=C1CCN(S(=O)(=O)c2ccccc2)CC1 ?
RAD52 anneal inh: -14; ERAP1 inh: -5; XiGFP reactiv: 0.0; ERp5 block: 9; S100A4 inh HTS: -2

How did Cc1cc(S(=O)(=O)NC2CC(C)(C)NC(C)(C)C2)c(Cl)cc1Cl do in these assays?
RAD52 anneal inh: -12; ERAP1 inh: 1; XiGFP reactiv: 0.0; RAD54 branch: -1; ERp5 block: 0; esBAF inh: -1; E-selectin induc: 0.0; S100A4 inh HTS: -6

How did N#Cc1cccc(-c2ccc3c(c2)[C@H]2[C@H](CCN2C(=O)CN2CCOCC2)[C@H](CO)N3)c1 do in these assays?
XiGFP reactiv: 0.1; RAD54 branch: 2; esBAF inh: 2; E-selectin induc: 0.4

How did O=C(Nc1ccc(F)cc1)N1C[C@H]2[C@@H](c3ccccc31)[C@H](CO)N2C(=O)c1ccccn1 do in these assays?
RAD52 anneal inh: -11; ERAP1 inh: 0; XiGFP reactiv: -0.1; RAD54 branch: 2; ERp5 block: -3; esBAF inh: 16; E-selectin induc: 0.0; S100A4 inh HTS: 10

How did CC(C)Cn1cc(-c2cccc3nccn23)cn1 do in these assays?
RAD52 anneal inh: -17; ERAP1 inh: -1; XiGFP reactiv: 0.0; RAD54 branch: -7; ERp5 block: 3; esBAF inh: 6; E-selectin induc: 0.0; S100A4 inh HTS: 1

What do the screens show for `COc1ccc(S(=O)(=O)Nc2ccc3c(c2)CC(=O)N([C@H](C)CO)C[C@@H](C)[C@H](CN(C)Cc2ccc(Oc4ccccc4)cc2)O3)cc1`?
RAD52 anneal inh: 29; ERAP1 inh: 1; XiGFP reactiv: 0.3; RAD54 branch: -3; ERp5 block: -5; esBAF inh: 12; E-selectin induc: -0.3; S100A4 inh HTS: -2

What do the screens show for `COc1ccc(NC(=S)Nc2ccccc2)cc1`?
RAD52 anneal inh: -16&-4; ERAP1 inh: 1&0; XiGFP reactiv: 0.1&0.1; RAD54 branch: 1&1; ERp5 block: 6&0; esBAF inh: 20&17; E-selectin induc: -0.3; S100A4 inh HTS: 19&1

No enrichment for hits, and some 2.5% of all compounds hit somewhere here.
